# From PubChem
# Pol beta inh: DNA polymerase beta (human) inhibition | hit rate 1.3% among 340,000 | P06746 | Potency, µM (highest dose often 114 µM), without a hit: top-dose activity change, negative = inhibition, usual class: inhibitors | Pol beta primer extension/strand displacement, fluorescence kinetic; note: potency is the fitted concentration of half-maximal effect; % is set by controls: 0 for no effect and ±100 for the full control effect
#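 Preincubation: enzyme (10 nM) with compound, 15 min, RT. Reaction: substrate added to 50 nM final. Reads: 0 and 10 min. Analysis: normalized, Hill fit.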
# TRHR agonist: agonists of human TRH receptor; TRHR cells, calcium flux fluo-8, FDSS agonist mode; hit rate 0.18% among 360,000; activation, % at 2 µM; in the data active = activation above about 30%; note: 0% is about no effect
# Target sequence (P34981 whole entry, looked up): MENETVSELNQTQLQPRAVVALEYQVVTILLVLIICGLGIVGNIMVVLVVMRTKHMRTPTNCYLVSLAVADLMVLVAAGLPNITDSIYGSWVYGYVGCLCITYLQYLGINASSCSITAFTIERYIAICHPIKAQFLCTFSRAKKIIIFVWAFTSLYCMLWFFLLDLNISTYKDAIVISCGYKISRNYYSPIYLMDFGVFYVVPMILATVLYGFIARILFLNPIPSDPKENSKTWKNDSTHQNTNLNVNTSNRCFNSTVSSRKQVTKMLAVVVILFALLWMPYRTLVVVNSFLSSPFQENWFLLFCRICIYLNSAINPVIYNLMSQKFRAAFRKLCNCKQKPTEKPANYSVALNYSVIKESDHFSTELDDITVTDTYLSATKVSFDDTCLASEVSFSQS
#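 Fluo-8-loaded TRHR cells; 10 s baseline, compound added, kinetic Ca2+ fluorescence read 1/s, agonist mode.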
# BLM inh: blocks DNA unwinding by human BLM helicase. P54132. hit rate 0.2% among 350,000. recombinant BLM DNA unwinding, fluorescence dequenching. AID 2528. Potency, µM (series often up to 56.1 µM), inactives show at the highest dose activity change, negative = inhibition, actives largely listed as inhibitors;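 note: potency is the fitted concentration of half-maximal effect; plate controls were vehicle for no effect and no enzyme for full effect; nearly all actives have a fitted effect of over 35% in size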
# Pol kappa inh: DNA polymerase kappa (human) inhibition; purified Pol kappa, fluorescent DNA synthesis assay, 10 min; Potency, µM (titrated, usually from 107 µM), for inactives: top-dose activity, negative = inhibition, hits mostly inhibitors; hit rate 0.53% among 400,000; AID 588579; note: potency is the fitted concentration of half-maximal effect; % is set by controls: 0 for no effect and ±100 for the full control effect
#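 Pol kappa 10 nM + cpd, 15 min RT; start w/ substrate 50 nM final; fluorescence kinetic read, 0 and 10 min. Neg ctrl: buffer, no enzyme.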
# APEX1 inh: inhibitors of human APE1 endonuclease. P27695. recombinant APE1, TAMRA/BHQ-2 abasic DNA cleavage fluorescence. Potency, µM (top dose mostly 65.8 µM), without a hit: top-dose activity change, negative = inhibition, actives largely listed as inhibitors. hit rate 0.35% among 350,000. AID 2517;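 note: potency is the fitted concentration of half-maximal effect; plate controls were vehicle for no effect and reference inhibitor for full effect; nearly all actives have a fitted effect of over 55% in size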
#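 Measures dequenching upon AP-site incision of a 5'-TAMRA/3'-BHQ-2 THF-containing duplex, 50 nM; human APE1 0.75 nM after 15 min room-temperature exposure to compound; kinetic three-point read at one-minute spacing.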
# ERG-DNA inh: inhibitors of human ERG Ets domain-DNA interaction | fluorescence polarization, His-ERG Ets domain / labelled DNA | Potency, µM (series often up to 76.9 µM), for inactives: top-dose FP activity, negative = inhibition, actives largely listed as inhibitors | hit rate 0.028% among 370,000; active = well fitted inhibition curve with a large enough effect in the polarisation, with a control signal flat; inconclusive = small, poorly fitted or top-dose-only effect, or effect the other way, or a change in a side signal; inactive = no such curve, though single readings can be large or run the other way; the % refers to the polarisation;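 note: polarization taken with two DNA probes labelled with fluorescein and Texas red; potency is the fitted concentration of half-maximal effect; % of control where 0% means no effect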
#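 His-tagged ERG Ets domain (1 uM in the protein solution; 300mM KCl, 50mM Tris-HCl, 1mM EDTA, 1mM DTT, pH 7.5) received compound, then a probe mix of 5 nM fluorescein-DNA and 100nM Texas-615-DNA. Fluorescence polarization was read for both dyes.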
# Anesthetic bind: candidate novel general anesthetic via apoferritin binding; P02791; hit rate 0.074% among 350,000; apoferritin/1-aminoanthracene competitive binding, fluorescence; Potency, µM (doses to about 77.5 µM), without a hit: at the top dose activity change, negative = displacement, most hits filed as inhibitors; note: potency is the fitted concentration of half-maximal effect; % is set by controls: 0 for no effect and ±100 for the full control effect; nearly all actives have a fitted effect of over 20% in size
#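 Steps: apoferritin (10 uM) was premixed with half-saturated 1-AMA in PBS, compounds were pin-transferred, plates stood 10 min at room temperature, fluorescence was read at 380/535 nm, and curves were fitted with a Hill equation.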
# ALOX12 inh: ALOX12 (human) lipoxygenase inhibition. P18054. purified 12hLO, xylenol orange hydroperoxide absorbance. Potency, µM (series often up to 108 µM), inactives show at the highest dose activity change, negative = inhibition, actives largely listed as inhibitors. hit rate 1.1% among 580,000. AID 1671190; note: potency is the fitted concentration of half-maximal effect; % is set by controls: 0 for no effect and ±100 for the full control effect
# Target sequence (P18054 whole entry, looked up): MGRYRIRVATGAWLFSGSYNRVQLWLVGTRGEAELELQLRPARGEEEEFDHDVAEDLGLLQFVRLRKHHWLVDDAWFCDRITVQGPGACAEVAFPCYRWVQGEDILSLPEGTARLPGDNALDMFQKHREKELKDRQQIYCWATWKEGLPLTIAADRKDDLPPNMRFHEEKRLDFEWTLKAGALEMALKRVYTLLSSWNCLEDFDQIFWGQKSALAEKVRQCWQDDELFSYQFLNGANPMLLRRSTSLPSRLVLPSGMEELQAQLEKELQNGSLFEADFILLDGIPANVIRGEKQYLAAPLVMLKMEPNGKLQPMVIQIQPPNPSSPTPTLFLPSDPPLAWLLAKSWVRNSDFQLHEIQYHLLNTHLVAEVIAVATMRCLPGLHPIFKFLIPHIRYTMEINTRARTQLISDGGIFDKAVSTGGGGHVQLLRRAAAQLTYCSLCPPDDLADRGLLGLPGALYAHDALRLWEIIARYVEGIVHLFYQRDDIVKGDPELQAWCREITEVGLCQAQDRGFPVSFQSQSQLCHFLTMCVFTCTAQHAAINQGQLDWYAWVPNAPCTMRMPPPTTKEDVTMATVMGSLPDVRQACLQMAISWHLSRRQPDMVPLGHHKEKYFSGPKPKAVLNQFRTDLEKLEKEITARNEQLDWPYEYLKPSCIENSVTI
#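 Purified human 12hLO (150 nM final) in 25 mM Hepes, 0.01% Triton X-100, pH 7.0 was preincubated 15 min at room temperature with compound. Then 40 uM arachidonic acid was added, 30 min. Hydroperoxide was read by Fe-XO absorbance ratio 573/405 nm.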
# Pol iota inh: DNA polymerase iota (human) inhibition; Q9UNA4; Pol iota fluorescent replication assay, 10 min; Potency, µM (top dose mostly 115 µM), without a hit: top-dose activity, negative = inhibition, usual class: inhibitors; hit rate 1% among 390,000; note: potency is the fitted concentration of half-maximal effect
#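 Fluorescent replication assay read twice, at 0 min and 10 min after adding 50 nM (final) substrate. Enzyme (10 nM) and compounds were first incubated 15 min at room temperature; enzyme-free buffer wells were negative controls.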
# Active calls of the source: *; ? = inconclusive; . = no result given; & = joins results of further samples; [ ] = dose if it differs, or a comment. Unless noted, calls come from the whole dose curve; as a rule, active = well fitted curve in the direction sought with a large enough effect; inconclusive = small, poorly fitted or top-dose-only effect, or another doubt; inactive = no such curve, though single readings can be large; an effect the other way counts as inactive or inconclusive.
SMILES,Pol beta inh,TRHR agonist,BLM inh,Pol kappa inh,APEX1 inh,ERG-DNA inh,Anesthetic bind,ALOX12 inh,Pol iota inh
O=c1cc(CSc2ccccc2)nc(-c2ccccc2)[nH]1,0.7%,0.0,-13.4%,4.0%,-2.3%,-0.6%,-2.8%,8.6%,23.5%
S=C(c1ccccc1)N1CCN(C(=S)c2ccccc2)CC1,21.9%,0.7,-2.6%,-7.8%,1.5%,-2.2%,-3.2%,-18.8%,2.3%
Cc1c(Cl)cccc1NC(=O)Cn1cnc(S(=O)(=O)N2CCCC2)c1,11.4%&5.2%,0.4&0.0,0.4%&0.6%,4.6%&-14.2%,8.5%,-7.7%&1.4%,-1.2%&-6.2%,-28.6%,-13.1%&-10.5%
CC(C)CCNC(=O)NC(=O)COC(=O)CNC(=O)C1CCCCC1,21.2%,-0.3,0.4%,5.1%,0.4%,-3.1%,-13.2%,3.1%,18.2%
O=C(CCCN1C(=O)/C(=C/c2ccccc2OC(F)F)SC1=S)Nc1cccnc1,.,.,.,-24.6%,-9.3%,13.0%,.,-21.5%,69.6%[activator]
COC(=O)CCC(=O)N1CCCC(CNS(=O)(=O)c2ccc(OC)cc2)C1 (stereo not drawn),18.1%,0.3,1.0%,3.3%,1.4%,2.3%,-3.4%,-2.3%,14.2%
CCc1ccccc1NC(=O)C1C2C=CC(O2)C1C(=O)O (stereo not drawn),0.9%,0.5,-1.5%,1.1%,27.0%,-1.5%,4.0%,?,4.9%
C=CCNCC(=O)NN=C(c1ccccc1)c1ccccc1,-26.9%,-0.4,-0.5%,-6.3%,2.6%,0.2%,-4.1%,189.9%[activator],15.9%
CCCN(Cc1ccccc1)C(=S)Nc1ccc(C(C)=O)cc1,-3.8%,-0.4,-13.3%,-10.0%,-9.1%,-3.6%,-20.7%,0.0%,14.2%
CCCN1CCC(=O)N(CCOc2ccccc2)CC1,29.4%,0.6,1.5%,-1.0%&-14.4%,-4.5%,-2.2%,-8.5%,5.6%,30.1%&36.9%
COc1ccc2cc(C3(C)NC(=O)NC3=O)ccc2c1 (stereo not drawn),7.2%,-0.4,0.6%,-9.7%,14.4%,2.0%,-6.8%,260.1%[activator],1.5%
CCSc1nnc(-c2cc(Br)ccc2N=Cc2c(C)[nH]n(-c3ccccc3)c2=O)c(=O)[nH]1,15.0%,0.1,-2.6%,4.7%,-6.0%,9.8%,-9.5%,?,31.4%[activator]
COc1ccccc1OCC(=O)N/N=C1\CCc2ccccc21,-0.6%,-1.0,-1.2%,15.7%,-1.9%,-2.6%,?,4.8%,25.0%
CCCC(=O)Nc1ccc(C(N)=O)cc1,0.0%,-1.5,-2.0%,-6.9%,18.4%,-29.6%,-2.1%,13.5%,25.0%
O=C(NCc1ccc(F)cc1)c1ccc(CNc2c(N3CCOCC3)c(=O)c2=O)cc1,17.0%,0.2,-2.5%,-1.9%,-5.1%,-3.5%,-8.7%,2.2%,33.3%[activator]
COc1cccc(N2CC(C(=O)Nc3nnc(SCC(=O)NCC4CCCO4)s3)CC2=O)c1 (stereo not drawn),?,0.8,-11.5%,?,-3.3%,0.5%,-6.4%,-5.6%,?
CCOC(=O)c1c(C)c(C(=O)NCc2ccc(Cl)cc2)c(C)n1CC,11.3%,0.1,-4.1%,-7.6%,.,-2.3%,-0.6%,-17.1%,14.7%
CCC(C)[C@H](NC(=O)c1cc2cc(Cl)ccc2n1C)C(=O)N1CCC(C(=O)O)CC1 (stereo partly drawn),32.1%,0.4,0.2%,-2.6%,?,-10.0%,8.2%,25.8%,39.5%[activator]
O=C(CN1C2=NCCN2c2ccccc21)c1ccc(Br)s1,30.7%,0.3,-8.2%,-4.7%[60.1 µM],8.9%,-1.5%,-14.2%,2.5%,26.7%
Nn1c(SCC(=O)Nc2ccc(N3CCOCC3)cc2)nnc1-c1ccccc1F,.,0.0,.,-3.4%,16.5%,4.6%[15.4 µM],.,-12.3%,10.4%

# For reference, 2 of the compounds above:
SMILES,Pol beta inh,TRHR agonist,BLM inh,Pol kappa inh,APEX1 inh,ERG-DNA inh,Anesthetic bind,ALOX12 inh,Pol iota inh
CCOC(=O)c1c(C)c(C(=O)NCc2ccc(Cl)cc2)c(C)n1CC,11.3%,0.1,-4.1%,-7.6%,.,-2.3%,-0.6%,-17.1%,14.7%
CCC(C)[C@H](NC(=O)c1cc2cc(Cl)ccc2n1C)C(=O)N1CCC(C(=O)O)CC1 (stereo partly drawn),32.1%,0.4,0.2%,-2.6%,?,-10.0%,8.2%,25.8%,39.5%[activator]

# More compounds.
SMILES,Pol beta inh,TRHR agonist,BLM inh,Pol kappa inh,APEX1 inh,ERG-DNA inh,Anesthetic bind,ALOX12 inh,Pol iota inh
CSCC[C@@H](C(=O)NCc1cccs1)N1Cc2ccccc2C1=O,10.6%,0.0,-3.6%,-5.7%,5.2%,8.7%,-8.2%,8.2%,-20.8%
C#CC(=O)N(c1cccc(OC)c1)C(C(=O)NC1CCCC1)c1cccs1 (stereo not drawn),32.1%,-0.3,-0.8%,-13.6%,-4.6%,.,-7.0%,-5.5%,-19.1%
CC1OC(Oc2ccc3ccc(=O)oc3c2-c2c(O)ccc3cc(Oc4ccc5ccc(=O)oc5c4)c(=O)oc23)C(O)C(O)C1O (stereo not drawn),-25.3%,-0.1,1.3%,-27.7%,-5.3%,-8.4%,5.4%,-4.5%,-2.5%
COc1cccc(C(=O)NC(=S)Nc2ccc(N3CCCC3)cc2)c1,-11.6%,-1.3,-8.9%,-21.9%,-3.9%,4.9%,?,?,7.1%
Cc1ccc(NC(=O)CCn2cccc2)cc1F,-0.7%,-0.7,-2.0%,-6.2%,3.7%,3.2%,?,0.0%,23.4%
CCS(=O)(=O)N1CCN(C(=O)COc2ccc(-c3ccccc3)cc2)CC1,-1.4%,-0.2,-6.5%,-17.4%,0.5%,0.8%,-7.1%,?,14.7%
Cc1c(C(=O)N2CCOCC2)sc(NC(=O)c2ccccc2F)c1C#N,38.5%,2.0,1.0%,-5.4%,-13.8%,13.4%,-3.4%,?,35.1%[activator]
O=C(NCCS(=O)(=O)N1CCN(c2ccccc2)CC1)c1ccc2c(c1)OCO2,.,-0.2,.,-1.6%,14.9%,-17.0%,.,2.4%,61.6%[activator]
Cc1ccc(-c2noc(CSc3nnc(-c4ccncc4)n3-c3ccc(F)cc3)n2)cc1,-13.0%,0.2,-1.7%,-4.7%,-0.5%,-1.8%,-17.0%,6.7%,-5.2%
Cc1ccc(C2CCN(C(=O)c3cnn(-c4ccc(C)cc4)c3C3CCN(C(=O)OC(C)(C)C)CC3)C2)cc1 (stereo not drawn),25.2%,-2.0,-8.1%,1.4%,.,6.0%,?,-6.5%,9.3%
O=C(Cn1cc2c(n1)CCCC2)NCCc1ccccc1,13.8%,-0.8,-11.4%,-9.9%,28.2%,8.5%,5.5%,14.2%[57.4 µM],14.9%
Cc1cccc(C(=O)N2CCc3cc(CNC(=O)Cc4ccc(F)cc4)ccc32)c1,6.7%,-0.7,-2.1%,-4.0%[60.1 µM],.,1.9%,-9.3%,?,-20.8%
COc1ccc(NC2CCCN(C(=O)CCCN3CCCCC3=O)C2)cc1 (stereo not drawn),13.5%,-0.1,-1.3%,-7.0%,6.7%,-4.7%,-3.3%,34.2%[activator],34.0%[activator]
CCOC(=O)N1CCN(C2=Nc3cccc4cccc2c34)CC1,?,5.8,-7.0%,-10.7%,15.5%,.,238.9%[activator],8.7%,21.1%
COc1ccc(-c2cn[nH]c2-c2ccc(O)cc2O)cc1OC,23.4%,-0.5,-1.7%,1.5%,-11.4%,63.8%[activator],1.6%,0.0%,35.3%[activator]
CC(CCc1ccccc1)NC(=O)C1CCN(C(=O)c2sccc2-n2cccc2)CC1 (stereo not drawn),41.1%,-0.8,-3.0%,7.7%,10.9%,11.4%,-15.8%,30.1%[activator],5.0%
COc1ccccc1CN1CCNC(=O)C1CC(=O)NCc1c(C)n[nH]c1C (stereo not drawn),-28.7%,6.5,-3.5%,-10.5%,7.1%,-9.6%,-9.5%,15.3%,77.0%[activator]
Cc1cc(=O)oc2cc(OC(C)C(=O)NCC3CCCO3)ccc12 (stereo not drawn),-1.6%,0.6,-2.8%,-13.7%,4.5%,3.7%,-3.3%,37.0%[activator],118.7%[activator]
COC(=O)c1nc2n(n1)C(c1ccc(OC)c(OC)c1OC)C1=C(CCCC1=O)N2 (stereo not drawn),-4.0%,1.5,-8.1%,5.2%,3.2%,6.6%,28.4%,1.4%,?
CC(C)(C)c1ccc(NC(=O)c2cc[n+]([O-])cc2)cc1,53.0%,0.8,0.1%,0.0%,-5.0%,-8.1%,-4.6%,-6.1%,42.4%[activator]
O=C(O)c1c[nH]c2ccc(S(=O)(=O)N3CCOCC3)cc12,-0.1%,1.8,-2.1%,-3.5%,-4.4%,-8.3%,-6.2%,-2.2%,13.2%
OC[C@H]1O[C@@H](n2cnc3c(NCc4ccco4)ncnc32)[C@H](O)[C@@H]1O,.,.,0.7%&-3.8%,-11.5%,1.5%&-2.0%,-18.2%,.,-9.5%&7.6%,-0.3%
O=C(CCN1C(=O)C2CCCCC2C1=O)N1CCN(S(=O)(=O)c2c(F)cccc2F)CC1 (stereo not drawn),.,0.0,.,-5.9%,31.4%,-4.4%,.,7.9%,17.4%
CCc1ccc([C@@H]2C[C@H]3CN(Cc4ccccc4OC)C(=O)[C@]34CCCN24)cc1,11.5%,1.6,-5.4%,-5.7%,5.2%,1.3%,-10.9%,-8.4%,38.0%[activator]
Cc1ccc(Cl)c(OC(=O)c2nn(C(C)C)c(=O)c3ccccc23)c1,28.5%,0.1,-10.2%,-1.9%,4.5%,1.5%,8.6%,8.4%&13.6%,0.9%
Cc1ccc(NC(=O)N(Cc2c[nH]c3ccccc23)C2CCCCCC2)cc1C,10.0%,2.8,0.9%,-10.7%,.,?,6.1%,-19.2%,5.2%
O=C(COC(=O)c1ccc(-c2ccc([N+](=O)[O-])cc2)o1)NC(=O)NC1CCCCC1,10.4%[57.1 µM],0.0,-1.8%,-4.7%,21.7%,10.7%,?,-15.0%,11.7%

# The list is partial (hit frequency here may not be typical).
